EPAC1 antag – EPAC1 (human) antagonism; 360,000 compounds, 0.14% hits; AID 720709; Potency, µM (top dose mostly 115 µM), without a hit: top-dose activity change, negative = inhibition, actives largely listed as inhibitors; EPAC1 GEF assay, Rap1b-BODIPY-GDP exchange fluorescence; O95398;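 also: potency is read from the fitted curve at half-maximal effect; plate controls were vehicle for no effect and positive control for full effect; nearly all actives have a fitted effect of over 50% in size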
EPAC1 ag – activates human EPAC1 exchange factor. 360,000 compounds, 0.073% hits. EPAC1 agonist qHTS, biochemical assay; response scale: 100% = response to 6.5 mM cAMP. Potency, µM (series often up to 154 µM), inactives show at the highest dose activation, actives largely listed as activators. AID 720707; also: potency is read from the fitted curve at half-maximal effect; nearly all actives have a fitted effect of over 60% in size
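Read-out is the fluorescence drop as BODIPY-GDP leaves Rap1B (480 nm excitation, 540 nm emission), recorded every 5 minutes over 30 minutes. Reactions held 100 nM EPAC1, 250 nM Rap1B–BODIPY-GDP and 50 uM GDP, with 6.5 mM cAMP setting full activation.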
HEK293 tox – cytotoxicity counter-screen for GLP-1 receptor inverse agonists; AID 624418; Potency, µM (highest dose often 38.3 µM), inactives show at the top dose activity change, negative = inhibition, usual class: inhibitors; HEK293 cAMP-luciferase reporter cells, luminescence, 24 h; 410,000 compounds, 0.13% hits;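 also: loss of luciferase light is scored as toxicity; potency is read from the fitted curve at half-maximal effect; % is scaled to controls: 0 for no effect and ±100 for the full control effect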
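MLSMR compounds, 24 hr on cells at 37 deg C/5% CO2; luminescence after luciferase reagent (12 min RT). Inhibition counted as the undesired cytotoxic outcome.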
PLK1 PBD block – PLK1 (human) polo-box domain binding inhibition; P53350; Potency, µM, for the others: max response, negative = inhibition, hits mostly inhibitors; Plk1 PBD binding of FITC phosphopeptide, fluorescence polarization; 360,000 compounds, 2.8% hits; also: potency is read from the fitted curve at half-maximal effect; series mostly up to about 57 µM; % is scaled to controls: 0 for no effect and ±100 for the full control effect; nearly all actives have a fitted effect of over 65% in size
GLP1R ag – GLP-1 receptor (human) agonism. Potency, µM (top dose mostly 45.6 µM), without a hit: at the top dose activation, hits mostly activators. P43220. HEK293 GLP-1R CRE-luciferase, luminescence, 4-6 h; cells express a hypersensitive GLP-1R form. 380,000 compounds, 0.007% hits; also: potency is read from the fitted curve at half-maximal effect; % of control where 0% means no effect
Target sequence (P43220 whole entry, looked up): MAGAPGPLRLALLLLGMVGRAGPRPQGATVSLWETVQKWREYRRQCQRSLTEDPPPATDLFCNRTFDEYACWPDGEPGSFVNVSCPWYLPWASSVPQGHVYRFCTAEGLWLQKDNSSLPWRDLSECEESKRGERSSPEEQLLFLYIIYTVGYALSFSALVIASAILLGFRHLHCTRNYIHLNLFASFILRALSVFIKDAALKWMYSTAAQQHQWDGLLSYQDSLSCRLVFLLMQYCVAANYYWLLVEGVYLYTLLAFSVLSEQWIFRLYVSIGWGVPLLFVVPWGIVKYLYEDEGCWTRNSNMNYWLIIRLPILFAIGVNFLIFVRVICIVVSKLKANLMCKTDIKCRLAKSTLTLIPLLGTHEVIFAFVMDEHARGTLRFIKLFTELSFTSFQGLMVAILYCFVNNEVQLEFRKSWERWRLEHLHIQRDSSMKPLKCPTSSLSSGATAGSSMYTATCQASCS
PI5P4K alpha inh – inhibitors of human PI5P4K alpha | P48426 | PI5P4Kalpha enzyme, ADP-Glo luminescence, 60 min; active compounds read low | 330,000 compounds, 1.2% hits | max response, %; active = max response of -50% or lower; inconclusive = between -30% and -50%; inactive = -30% or higher; also: value at the top dose of about 77 µM; % is scaled to controls: 0 for no effect and ±100 for the full control effect
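Luminescence from ADP-Glo served as readout of PI5P4Kalpha activity in a qHTS format. Reaction: enzyme, substrate, compound, ATP at 5 microM final, 60 min at RT.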
PTHR1 ag – PTHR1 (human) receptor agonism; Q03431; HEK293 GP2 PTHR1 cells, GloSensor cAMP luminescence, 1 h; Potency, µM (highest dose often 115 µM), without a hit: top-dose activation, hits mostly activators; 410,000 compounds, 0.075% hits; AID 743266; also: potency is read from the fitted curve at half-maximal effect; nearly all actives have a fitted effect of over 55% in size; some results filed as inactive show a strong effect at the top dose; inactives centre near -15; many of its hits are not listed in these tables
Target sequence (Q03431 whole entry, looked up): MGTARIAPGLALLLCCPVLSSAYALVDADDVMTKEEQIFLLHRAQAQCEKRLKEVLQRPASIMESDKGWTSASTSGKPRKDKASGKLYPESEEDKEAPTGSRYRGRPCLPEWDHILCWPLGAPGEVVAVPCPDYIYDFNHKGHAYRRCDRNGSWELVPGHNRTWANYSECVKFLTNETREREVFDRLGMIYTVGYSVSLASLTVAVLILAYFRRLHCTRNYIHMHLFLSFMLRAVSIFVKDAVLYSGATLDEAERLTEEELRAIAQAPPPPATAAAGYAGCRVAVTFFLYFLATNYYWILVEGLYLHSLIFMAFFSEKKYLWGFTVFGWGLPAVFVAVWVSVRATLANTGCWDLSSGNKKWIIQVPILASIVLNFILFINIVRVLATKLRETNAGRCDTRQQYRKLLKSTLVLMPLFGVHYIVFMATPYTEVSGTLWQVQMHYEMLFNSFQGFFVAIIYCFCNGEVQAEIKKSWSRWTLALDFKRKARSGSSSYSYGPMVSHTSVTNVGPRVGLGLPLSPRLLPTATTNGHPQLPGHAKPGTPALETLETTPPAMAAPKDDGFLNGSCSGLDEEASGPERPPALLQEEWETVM
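HEK-293-derived GP2 cells expressing PTHR1 and a GloSensor cAMP reporter, 3,000/well, plated overnight, given luciferin plus IBMX (each 0.5 mM as added) for 1 h at 37 °C, then compound for 1 h at 37 °C. Luminescence was read after 15 min at room temperature.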
GLP-1R inv ag – GLP-1 receptor (human) inverse agonism. AID 624417. 410,000 compounds, 1.6% hits. Potency, µM (doses to about 38.3 µM), inactives show at the top dose activity change, negative = inhibition, actives largely listed as inhibitors. HEK293 GLP-1R CRE-luciferase, luminescence, 24 h; GLP-1R form is constitutively active. P43220; also: potency is read from the fitted curve at half-maximal effect; % is scaled to controls: 0 for no effect and ±100 for the full control effect; nearly all actives have a fitted effect of over 55% in size
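Assay principle: reduced luminescence from a cAMP-responsive reporter in HEK293 cells co-expressing a constitutively active GLP-1R. Conditions: 24 hr compound incubation, 37 deg C, 5% CO2.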
IL-2 act – activators of IL-2; IL-2 activation reporter assay, cell-based qHTS; stimulated with anti-CD3/CD4/CD28 beads; in transgenic mouse T cells; activation, % (series mostly up to about 46 µM); 360,000 compounds, 0.065% hits; AID 652025; in the data active = activation above about 50%; inconclusive = mostly about 30% to 49%; also: 0% is about no effect
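Readout is EGFP and DsRed signal by fluorescent plate cytometry after 18 h at 37 degrees C. Transgenic mouse T cells (750/well) received compound for 60 min before bead stimulation (anti-CD3, anti-CD4, anti-CD28); memory T cells served as non-tolerant control.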
* marks the source's active call; other numbers are inactive results; i = inactive; u = inconclusive; x = no result given; & = joins results of further samples; [ ] = dose if it differs, or a comment. Unless noted, calls follow the shape of the dose curve; as a rule, active = well fitted curve in the direction sought with a large enough effect; inconclusive = small, poorly fitted or top-dose-only effect, or another doubt; inactive = no such curve, though single readings can be large; an effect the other way counts as inactive or inconclusive. These rows are one share of the data; rates above refer to the full screens.

SMILES | EPAC1 antag | EPAC1 ag | HEK293 tox | PLK1 PBD block | GLP1R ag | PI5P4K alpha inh | PTHR1 ag | GLP-1R inv ag | IL-2 act
COc1cccc(OC)c1C(=O)Nc1ccccc1C(=O)N1CCCC1 | -15% | 9% | 9% | -5% | -5% | -2 | -14% | 18% | -0.4
O=C(NCC1CCCO1)C1CCN(C2CCN(C(=O)Cc3ccsc3)CC2)CC1 (stereo not given) | -2% | 7% | 18% | -4% | -2% | -3 | -45%[inhibitor] | 3% | -0.2
Cc1c(CCO)c(=O)[nH]n1S(=O)(=O)c1ccc(Cl)cc1Cl | -3% | 9% | 4% | -3% | 4% | 2 | -12% | -3% | -0.4
Cc1noc(C)c1S(=O)(=O)N(CC(=O)N1CCCC1)c1ccc(C(C)C)cc1 | -3% | -17% | -13% | -9% | 16% | 1 | i | u | 1.0
COCCNC(=O)c1c[nH]c2ccc(S(=O)(=O)Nc3ccccc3F)cc2c1=O | 0% | 1% | -13% | -6% | -4% | -3 | i | 6% | -4.4
Cc1ccccc1OCC(=O)N(Cc1nnc(-c2ccc(Cl)cc2)o1)C(C)C | -11% | -6% | 2% | 0% | 8% | -2 | i | -17% | 0.0
COC(=O)c1ccc(CSCC(=O)Nc2cc(OC)cc(OC)c2)o1 | 20% | -2% | -9% | -12% | 5% | 2 | i | 0% | -5.4
Cc1ccc(Cl)cc1-c1cc(C(=O)N2CCN(c3ccncc3)CC2)[nH]n1 | 17% | -7% | 2% | -9% | -5% | 6 | i | u | 0.4
COc1ccc(OC)c(-c2csc(NC(=O)COC(=O)C3CCC3)n2)c1 | -3% | 22% | 4% | -5% | 14% | 6 | -13% | 6% | -0.4
O=C1c2ccncc2C(=O)N1c1cccc(Cl)c1 | 0% | -5% | 0% | 2% | 0% | -2 | i | 11% | 1.7
CCOC(=O)C1=C(COC(=O)c2ccc(C)s2)NC(=O)NC1C (stereo not given) | -11% | 2% | -1% | -2% | 26% | -3 | -19% | 72%[activator] | 0.0
COC(=O)Cn1c(=NC(=O)C2COc3ccccc3O2)sc2cc(S(N)(=O)=O)ccc21 (stereo not given) | x | -263%[inhibitor] | -13% | -25% | 0% | -13 | -3% | 2% | -2.3
O=C(Nc1nc(-c2ccc([N+](=O)[O-])cc2)cs1)c1c(F)cccc1F | -25% | -10% | -9% | -26% | -2% | -7 | -24% | 3% | -0.5
Cc1ccc(SCC(=O)Nc2cccc(S(=O)(=O)N3CCOCC3)c2)cc1C | -11% | -1% | -4% | -6% | 2% | 4 | -39%[inhibitor] | u | 2.4
O=C(CCNC(=O)c1ccc(Br)cc1)NC1CCCc2ccccc21 (stereo not given) | 16% | -7% | 9% | -8% | 9% | -3 | i | u | -0.2
Cc1occc1C(=O)NN=C1C2CC3CC(C2)CC1C3 | -1% | 4% | 15% | 1% | 6% | x | -3%[57.5 µM] | 0% | 3.7
COc1ccccc1NC(=O)CCS(=O)(=O)c1cc2c(cc1Cl)NC(=O)CO2 | 11% | -3% | -1% | -6% | 3% | 19 | -10% | -9% | -2.6
C[C@H]1COC(=O)[C@H](CC(=O)OC(C)(C)C)C/C=C\C[C@@H](CC(=O)N[C@@H](CO)Cc2ccccc2)C(=O)N1 | -6% | 3% | 1% | -2% | -4% | 1 | i | 13% | -0.5
C[C@@H]1CN([C@H](C)CO)C(=O)CCCn2cc(nn2)CO[C@H]1CN(C)C(=O)Nc1ccnc(N2CCOCC2)c1 | -12% | -5% | -9% | -3% | 0% | 3 | -11% | 18% | -0.3
Cn1nc(C(=O)NCCCN2CCCCC2)c2c1-c1ccccc1SC2 | -9% | 5% | -1% | 4% | -8% | 5 | i | 13% | 0.1
CCCC(=O)N1c2ccccc2[C@@H](N(C(C)=O)c2ccccc2)C[C@H]1C | -10% | 0% | 2% | -1% | -3% | -3 | i | 0% | 0.6
COCOc1ccc(-c2ncc(OCCN3CCCC3=O)nc2NC(=O)c2cc3ccccc3s2)cc1 | -6% | 0% | -6% | -1% | -5% | -4 | i | 19% | -0.3
O=C(CSc1ccc(Cl)cc1)NCc1ccco1 | 1% | 18% | -6% | -5% | 7% | -2 | -7% | -17% | 2.5
COc1ccc(NC(=O)c2cc(Br)c(Br)s2)cn1 | 0% | -6% | 5% | -7% | 3% | 2 | -23% | u | -0.4

Ordered by molar mass (low to high): 7 of the compounds above.
SMILES | EPAC1 antag | EPAC1 ag | HEK293 tox | PLK1 PBD block | GLP1R ag | PI5P4K alpha inh | PTHR1 ag | GLP-1R inv ag | IL-2 act
O=C(CSc1ccc(Cl)cc1)NCc1ccco1 | 1% | 18% | -6% | -5% | 7% | -2 | -7% | -17% | 2.5
CCCC(=O)N1c2ccccc2[C@@H](N(C(C)=O)c2ccccc2)C[C@H]1C | -10% | 0% | 2% | -1% | -3% | -3 | i | 0% | 0.6
O=C(Nc1nc(-c2ccc([N+](=O)[O-])cc2)cs1)c1c(F)cccc1F | -25% | -10% | -9% | -26% | -2% | -7 | -24% | 3% | -0.5
Cc1ccc(SCC(=O)Nc2cccc(S(=O)(=O)N3CCOCC3)c2)cc1C | -11% | -1% | -4% | -6% | 2% | 4 | -39%[inhibitor] | u | 2.4
COc1ccccc1NC(=O)CCS(=O)(=O)c1cc2c(cc1Cl)NC(=O)CO2 | 11% | -3% | -1% | -6% | 3% | 19 | -10% | -9% | -2.6
C[C@H]1COC(=O)[C@H](CC(=O)OC(C)(C)C)C/C=C\C[C@@H](CC(=O)N[C@@H](CO)Cc2ccccc2)C(=O)N1 | -6% | 3% | 1% | -2% | -4% | 1 | i | 13% | -0.5
C[C@@H]1CN([C@H](C)CO)C(=O)CCCn2cc(nn2)CO[C@H]1CN(C)C(=O)Nc1ccnc(N2CCOCC2)c1 | -12% | -5% | -9% | -3% | 0% | 3 | -11% | 18% | -0.3

Later entries.
SMILES | EPAC1 antag | EPAC1 ag | HEK293 tox | PLK1 PBD block | GLP1R ag | PI5P4K alpha inh | PTHR1 ag | GLP-1R inv ag | IL-2 act
COC(=O)[C@H](C)N1C/C=C\COc2c(Cl)cc(Cl)cc2S1(=O)=O | 3% | 10% | 4% | -20% | 13% | -4 | i | 2% | 0.0
Cc1c([C@H]2[C@@H](CC#N)C2(C)C)c2ccccc2n1C | 6% | 5% | 10% | 4% | -14% | 1 | -3%[57.5 µM] | u | 0.6
CC1(C)Nc2ccccc2C(=O)N1c1ccccc1 | -14% | 1% | -2% | -21% | 1% | -1 | -2% | 38%[activator] | 0.4
S=c1[nH]nc(NC2CCCCC2)s1 | 3% | 0% | 15% | -26% | 10% | -70* | i | 8% | -2.3
CC(=O)c1nnn(-c2ccc([N+](=O)[O-])cc2)c1C | -5% | -6% | 1% | -4% | 3% | 5 | -22% | 9% | 1.2
Cc1cccc(NS(=O)(=O)c2ccc3[nH]c(=O)oc3c2)c1C | 1% | 1% | 13% | -2% | -2% | -3 | 2% | -5% | -0.4
COc1ccccc1N(Cc1ccccc1)S(=O)(=O)c1cccc(C(=O)NC2CC(C)(C)NC(C)(C)C2)c1 | -7% | -6% | u | -5% | -30%[inhibitor] | -1 | -19% | 5µM* | -6.8
CCOC(=O)C1(Cc2ccc(OC)cc2)CCN(S(C)(=O)=O)CC1 | 1% | 1% | -10% | 0% | -2% | -8 | -12% | 27% | -2.6
COC(=O)c1[nH]c2ccccc2c1NC(=O)c1c(F)cccc1F | -15% | -3% | -12% | -18% | 11% | 1 | i | -9% | 1.0
CCOC(=O)CC(=O)CSc1nc2cc(C)ccc2cc1C | -2% | 11% | -5% | -4% | 20% | 14 | -22% | 10µM* | -1.5
CCOC(=O)c1c(C)n(C(=O)c2ccco2)c(=O)n1C(=O)c1ccco1 | -3% | 5% | 0% | u | -2% | -17 | i | 0% | -0.3
CN(C)C(=O)c1noc2cc([N+](=O)[O-])ccc12 | -5% | 10% | -19% | -1% | 0% | 0 | i | 3% | -1.2
Cc1ccc(N(CC(=O)NC(C)c2ccccc2)S(=O)(=O)c2c(C)noc2C)cc1 (stereo not given) | 7% | -9% | -7%&0% | -14% | -2%&-2% | 2 | -93%[inhibitor] | -38%&-11% | -0.2
O=C(COc1cccc2ccccc12)N1CCN(c2ccccc2)CC1 | -13% | 12% | -3% | -9% | 5% | 3 | -13% | u | 3.8
CC1CC(C)CN(C(=O)c2cccc(N3C(=O)c4ccccc4C3=O)c2)C1 (stereo not given) | -14% | 0% | 2% | -3% | 2% | 0 | i | 3% | -0.4
O=C1COc2ccc(C(=O)COC(=O)CCSc3ccccc3)cc2N1 | -24% | -9% | -4% | -8% | -2% | 2 | i | 7% | -0.1
[O-][n+]1cccc(C(O)c2ccccc2)c1 (stereo not given) | 11% | 13% | 8% | -1% | 4% | 1 | -33%[inhibitor] | 7% | 0.7
CC(C)(C)n1nnnc1C(c1ccccc1)N1CCN(C(=O)C2CCCO2)CC1 (stereo not given) | -23% | -3% | 4% | 4% | 4% | 0 | -13% | 18% | 0.3
CC(C)Oc1ccc(C(CC(=O)NCCCN(C)C)c2ccc(F)cc2)cc1 (stereo not given) | 0% | 7% | 9% | -11% | 11% | 20 | i | u | -1.3
Nc1c(Cl)ncnc1N/N=C/c1ccnc2ccccc12 | 2% | -6% | -18% | -29% | -1% | -3 | -15% | 12% | 0.6
CC1(C)CC2CC(C)(CN2S(=O)(=O)c2ccccc2[N+](=O)[O-])C1 (stereo not given) | -11% | 1% | -20% | 3% | 10% | 0 | -45%[inhibitor] | u | -0.4
CCOc1ccc(CN2CCNC(=O)C2CC(=O)NCC2CCOCC2)cc1 (stereo not given) | 4% | 7% | -7% | -2% | 0% | -5 | i | 13% | -2.6
